Screens (PubChem BioAssay)
UDG counter – Primary qHTS assay for inhibitors of Activation Induced Cytidine Deaminase (AID): UDG Counterscreen signal; Uracil-DNA glycosylase; FRET deamination/UDG coupled assay, UDG read, 4 h; Potency, µM (top dose mostly 115 µM), inactives show at the highest dose activity change, negative = inhibition, most hits filed as inhibitors; actives 0.14% (n = 91,000); also: nearly all actives have a fitted effect of over 65% in size
AID inhibitor – Primary qHTS assay for inhibitors of Activation Induced Cytidine Deaminase (AID): AID signal. Single-stranded DNA cytosine deaminase (Homo sapiens), Q9GZX7. AID deamination FRET fluorescence, UDG-coupled, 4 h. Potency, µM (series often up to 115 µM), inactives show at the top dose activity change, negative = inhibition, most hits filed as inhibitors. actives 0.32% (n = 91,000). AID 1347428, 2020; also: nearly all actives have a fitted effect of over 25% in size
Target sequence (Q9GZX7 whole entry, looked up): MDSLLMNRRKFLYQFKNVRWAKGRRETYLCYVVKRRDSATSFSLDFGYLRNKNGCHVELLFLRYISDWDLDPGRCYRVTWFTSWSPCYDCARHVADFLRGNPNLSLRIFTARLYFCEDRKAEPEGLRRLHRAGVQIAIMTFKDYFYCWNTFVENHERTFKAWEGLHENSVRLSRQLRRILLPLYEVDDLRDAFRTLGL
An asterisk follows results filed as active; ? = inconclusive; & = joins results of further samples; [ ] = dose if it differs, or a comment. Calls follow the shape of the dose curve; as a rule, active = well fitted curve in the direction sought with a large enough effect; inconclusive = small, poorly fitted or top-dose-only effect, or another doubt; inactive = no such curve, though single readings can be large; an effect the other way counts as inactive or inconclusive. % is scaled to controls: 0 for no effect and ±100 for the full control effect; potency is read from the fitted curve at half-maximal effect. This is a subset, so the mix of outcomes need not match the whole.

Values in the order – UDG counter	AID inhibitor
1. CCCCOCCCNC(=O)c1cc(=O)c2ccccc2o1
→ 4.9%	-10.0%
2. O=C(NCc1ccc(NC(=O)C2CC2)cc1)c1ccccc1CCc1ccccc1
→ -6.2%	-7.8%
3. COC(=O)C1C(=O)CC(C)(O)C(C(=O)OC)C1c1ccc(Cl)cc1 (stereo not given)
→ -2.4%	-2.8%
4. Cc1cccc(-n2ccnc2SCC(=O)Nc2nc3ccccc3s2)c1
→ 2.8%	21.8%
5. CCOc1ccccc1NS(=O)(=O)c1ccc(N2CCCCS2(=O)=O)cc1
→ -7.2%	9.8%
6. CC(C)CCn1c(=O)c2cccnc2n(CC(=O)Nc2ccccc2)c1=O
→ ?	16.0%
7. Cc1cccc(OCc2nc(C#N)c(NCc3ccccc3Cl)o2)c1
→ -5.0%	378.0%[activator]
8. CNc1oc(-c2ccc(COc3ccc(C)cc3)o2)nc1C#N
→ 10.5%	5.2%
9. COc1ccc(Nc2c(-c3ccccn3)nc3ccc(Cl)cn23)cc1
→ -9.9%	28.5%
10. CCC(CO)Nc1ccc(-c2n[nH]c(=O)c3ccccc23)cc1[N+](=O)[O-] (stereo not given)
→ 0.0%	-21.3%
11. N#Cc1cccnc1Oc1ccc(C(N)=O)cc1
→ 2.2%	-5.5%
12. O=C(O)Cn1ncc(=O)c2ccccc21
→ 1.1%	13.2%
13. O=C(COc1ccc2c(c1)CCC2)OCC(=O)c1ccc2c(c1)OCCO2
→ -18.9%	1.9%
14. O=C(CC1(O)C(=O)N(CCc2ccccc2)c2ccc(Br)cc21)c1ccccc1 (stereo not given)
→ 2.0%	-4.6%
15. Cc1ccccc1CNCc1ccco1
→ 1.3%	3.5%
16. O=C(c1ccc(Br)cc1)N1CCC(CN2CCOCC2)CC1
→ -2.0%	-5.3%
17. O=C(Nc1ccc(F)c(Cl)c1)c1cc(S(=O)(=O)N2CCCc3ccccc32)ccc1F
→ -17.2%	1.2%
18. CC(=O)N1CCN(C(=O)Cn2c(NCc3ccccc3)nc3ccccc32)CC1
→ -8.4%	-9.1%
19. Cc1ccc2c(c1)B(O)c1cc(C)ccc1O2
→ -5.6%	4.2%
20. NC(=S)N/N=C/c1cc(-c2ccccc2)[nH]c1-c1ccccc1
→ 1.3%	-2.8%

Next section.
Values in the order – UDG counter	AID inhibitor
21. CCOC(=O)c1[nH]c(C)c(CCC(=O)N2CCN(c3ccccc3)CC2)c1C
→ 3.7%	2.8%
22. COc1cc(Br)ccc1C1C(C(=O)Nc2ccc(C)cc2C)=C(C)Nc2nnnn21 (stereo not given)
→ -1.2%	1.3%
23. Cc1ccc(S(=O)(=O)N2CCCCC2)cc1NC(=O)c1oc2c(F)cccc2c1C
→ -2.3%	2.9%
24. Nc1c(-c2nc(-c3ccc4c(c3)OCO4)cs2)c2ccccn2c1C(=O)c1ccccc1
→ -11.6%	6.7%
25. CC(C)c1ccc(NC(=O)/C=C/c2cc3cc(Cl)ccc3o2)cc1
→ -1.0%	-4.7%
26. CC(C)(C)c1ccc(C(=O)Nc2cc(-c3nc4ccccc4o3)ccc2Cl)cc1
→ 20.7%	61.0%[activator]
27. Nc1ccc(C(c2ccccc2)(c2ccccc2)c2ccc(N)cc2)cc1
→ -10.2%	-17.7%
28. Cc1ncc(-c2ccc(S(=O)(=O)Nc3ccc(C)c(C)c3)cc2)o1
→ 6.6%	-5.2%
29. c1ccc(Cc2nc(-c3ccc4c(c3)OCCCO4)cs2)cc1
→ -1.7%	-7.9%
30. O=C(CSc1oc(-c2ccccc2)nc1S(=O)(=O)c1ccc(Cl)cc1)NC1CCCCC1
→ -15.0%	4.9%
31. CC(=O)Nc1c(C)noc1/C=C\c1ccc(S(=O)(=O)Nc2ccc(C)cc2)cc1
→ 3.0%	-9.6%
32. CCOc1ccc(NS(=O)(=O)c2ccc3nc(-c4ccccc4)[nH]c3c2)cc1
→ -1.9%	6.1%
33. Cc1nn(-c2ccc3nnc(C)n3n2)c2c1C(c1cccc(OC(C)C)c1)CC(=O)N2 (stereo not given)
→ 10.9%	-6.9%
34. CCCC[n+]1c(NCc2cc(Br)cc(Br)c2[O-])[nH]c2ccccc21
→ -8.1%	-5.1%
35. CCOC(=O)c1ccc(N2C(=O)c3n[nH]c(-c4cccs4)c3C2c2ccc(C(C)C)cc2)cc1 (stereo not given)
→ ?	?
36. COc1ccc(-c2nc3scc(CCNS(=O)(=O)c4c(C)noc4C)n3n2)cc1
→ 2.0%[57.5 µM]	1.9%
37. CNC(=O)c1ccc(NC(=O)C2CCN(S(=O)(=O)c3ccc(C)cc3C)CC2)cc1
→ 1.3%	3.3%
38. C=CCc1cccc2cc(C(=O)Nc3cccc(Cl)c3)c(=O)oc12
→ -27.3%	14.3%
39. COc1ccc(-n2nc(C(=O)N3CCN(c4cccc(C)c4C)CC3)c3c4ccccc4n(C)c3c2=O)cc1
→ ?	7.3%
40. Cc1cccc(NC(=O)c2ccc(CSc3ccc(Cl)cc3)cc2)c1C
→ 4.2%	3.7%

Values by screen from above:
AID inhibitor, compounds 33 to 37 → -6.9%, -5.1%, ?, 1.9%, 3.3%
UDG counter, compounds 33 to 37 → 10.9%, -8.1%, ?, 2.0%[57.5 µM], 1.3%

Next section.
Values in the order – UDG counter	AID inhibitor
41. Cc1ccc(CNC(=O)CN2CCN(Cc3ccc(F)cc3)C2=O)cc1
→ -0.1%	20.0%
42. COc1cccc(CNC(=O)C2CCN(c3nnc(-n4c(C)ccc4C)s3)CC2)c1OC
→ -17.2%	-8.3%
43. Cc1cccc(OCCCCn2nnc3sc4c(c3c2=O)CCC(C)C4)c1 (stereo not given)
→ 6.0%	-0.4%
44. COc1ccc(N(C(=O)/C=C\C(=O)Nc2ccc(Cl)cc2)C(C(=O)NCc2ccco2)c2ccc(C)cc2)cc1 (stereo not given)
→ -9.6%[57.5 µM]	6.8%
45. C/C(=C\C(=O)NCCN1CCOCC1)CCc1ccccc1
→ -10.1%	-6.9%
46. COc1ccc(-c2nc3ccccc3o2)cc1NC(=O)CSc1ccc(Cl)cc1
→ -16.0%	-25.2%
47. O=C(c1ccc(OC(F)F)cc1)n1ccccc1=NC1CCCCC1
→ 5.5%	-7.0%
48. CC1Cc2cc(S(=O)(=O)CCC(=O)Nc3ccc(F)cc3Cl)ccc2N1C(=O)C1CC1 (stereo not given)
→ -1.1%[57.5 µM]	11.2%
49. CC(C)(C)OC(=O)N1CCC(c2c(C(=O)NC3CCCCC3)cnn2-c2ccc(F)cc2F)CC1
→ 0.4%	-21.4%
50. Cc1cc(NC(=O)Cc2cccc(C(F)(F)F)c2)ccc1N1CCN(C)CC1
→ -10.4%	-2.7%
51. O=C(Nc1cccc(OC2CCCC2)c1)c1ccncc1
→ 4.2%	7.0%
52. C=CCn1c(SCC(=O)Nc2ccccc2)nc2c1c(=O)n(C)c(=O)n2C
→ -0.5%	-4.8%
53. COc1ccc2cc(C(=O)/C=C/c3cccs3)ccc2c1
→ -12.1%	-13.5%
54. COC(=O)c1cc(NC2(c3ccccc3)C(=O)c3ccccc3C2=O)cc(C(=O)OC)c1
→ -8.9%	47.6%[activator]
55. CCOc1cccc(C(=O)N2CCC(c3nc4ccccc4s3)CC2)c1
→ -2.3%[57.5 µM]	-2.0%[57.5 µM]
56. O=C(NNC(=S)Nc1ccc(F)cc1)Nc1ccccc1
→ -3.6%	-6.9%
57. CCOC(=O)c1ccc(NC2=CC(c3ccc(Br)cc3)N(c3ccc(C(=O)OCC)cc3)C2=O)cc1 (stereo not given)
→ 8.2%	-15.9%
58. COc1ccc(NC(=O)CSc2oc(-c3ccco3)nc2S(=O)(=O)c2ccc(C)cc2)c(OC)c1
→ 3.1%	5.3%
59. CCCCCCCC(=O)NNC(=O)c1ccc2ccccc2n1
→ 1.3%	-2.4%
60. COc1ccc(CNC(=O)Cn2c(=O)cc(C)c3c(C)nn(-c4cccc(Cl)c4C)c32)cc1
→ -1.4%	-2.6%

In the list so far, two contain a tert-butyl group.
Values in the order – UDG counter	AID inhibitor
26. CC(C)(C)c1ccc(C(=O)Nc2cc(-c3nc4ccccc4o3)ccc2Cl)cc1
→ 20.7%	61.0%[activator]
49. CC(C)(C)OC(=O)N1CCC(c2c(C(=O)NC3CCCCC3)cnn2-c2ccc(F)cc2F)CC1
→ 0.4%	-21.4%

Carrying on:
Values in the order – UDG counter	AID inhibitor
61. CC(C)NC(=O)c1ccc(Cn2c(SCC(N)=O)nc3ccccc3c2=O)cc1
→ -8.9%	-3.5%
62. Cc1cccc(C(=O)NC2CCCCCC2)n1
→ 6.5%	4.3%
63. CC(=O)c1cccc(NC(=O)C2CCN(c3nnc(-n4cccc4)s3)CC2)c1
→ -6.0%	-13.3%
64. CCCN(CCC)C(=O)Cn1c(=O)n(-c2ccc(CC)cc2)c(=O)c2ccc(C(=O)NCCc3ccccc3)cc21
→ -2.0%	10.6%
65. COc1cccc(CNC(=O)C2CCN(C(=O)c3cnn(-c4ccccc4)c3-n3cccc3)CC2)c1
→ -15.4%	?
66. Cc1c(O)ccc2c(CSc3nnc(N4CCCC4)s3)cc(=O)oc12
→ -2.8%	-2.5%
67. Cn1nc(Oc2nc(N3CCOCC3)nc(N3CCOCC3)n2)ccc1=O
→ -2.7%	-0.7%
68. COc1cccc(C(=O)NCC(c2ccc3c(c2)OCO3)N2CCOCC2)c1 (stereo not given)
→ 14.8%	12.5%
69. CCOc1nc(NC(=O)NS(=O)(=O)Oc2cccc(Cl)c2)nc(-c2ccccc2)n1
→ 8.5%	46.3%[activator]
70. CCc1ccc(NC(=O)c2cnc3sc(N4CCCC4)nn3c2=O)cc1
→ 2.2%	2.9%
71. Cc1cc(NC(=O)CN2CCC(O)CC2)nc2c1c(=O)oc1ccccc12
→ 0.1%	8.9%
72. O=C(Nc1ccccc1C(=O)NCc1cccnc1)c1cccnc1
→ -2.2%	-0.2%
73. N#Cc1c(SCc2ccccc2)cc(SCc2ccccc2)cc1SCc1ccccc1
→ -2.2%	-1.9%
74. CC(C)(C)C1(O)C(=O)Nc2ccccc21 (stereo not given)
→ 3.5%	4.2%
75. CCNc1nc2c(c(=O)n(C)c(=O)n2C)n1CC(O)COc1ccccc1C (stereo not given)
→ 2.7%	3.5%
76. CS(=O)(=O)c1cccc(C(=O)N(CCc2ccccc2)Cc2ccccc2)c1
→ -5.7%	-8.9%
77. CCN(CC1CCOC1)C(=O)CCc1c(C)c2ccc(OC)cc2oc1=O (stereo not given)
→ -9.7%	-10.9%
78. COc1ccc(Cl)cc1NC(=O)Cn1c(=O)n(Cc2cccs2)c(=O)c2cccnc21
→ ?	4.2%
79. CCOC(=O)c1sc(NC(=O)C2c3ccccc3Oc3ccccc32)c(C(=O)OCC)c1C
→ ?	-17.5%
80. Cc1cc(C)cc(NC(=O)[C@H]2O[C@@H]3OC(C)(C)O[C@@H]3[C@H]3OC(C)(C)O[C@H]32)c1
→ -9.1%	4.8%

Some of the entries above in a different format.
74. CC(C)(C)C1(O)C(=O)Nc2ccccc21 (stereo not given)
75. CCNc1nc2c(c(=O)n(C)c(=O)n2C)n1CC(O)COc1ccccc1C (stereo not given)

entry no. | 74 | 75
UDG counter | 3.5% | 2.7%
AID inhibitor | 4.2% | 3.5%

More records follow.
Values in the order – UDG counter	AID inhibitor
81. CCn1c(COc2ccccc2)nnc1SCC(=O)N1CCc2ccccc2C1
→ 0.0%	-3.9%
82. CC(C)c1ccc(C(=O)O)c(O)c1
→ 6.4%	12.7%
83. O=C(Nc1ccccc1F)C12CC3CC(CC(C3)C1)C2
→ -1.4%	-0.3%
84. N=C(N)c1ccccc1
→ 6.4%&3.9%	3.9%&-0.1%
85. CCN(CC)C(=O)Cn1c(=O)n(CCCCCC(=O)NCc2ccccc2Cl)c(=O)c2sccc21
→ -25.9%	?
86. COc1cccc(C(=O)OCc2nc3ccccc3o2)c1
→ -3.3%	-23.8%
87. Cc1sc2c(c1C)c(=O)n(CCc1ccccc1)c(=O)n2Cc1ccc(C(C)(C)C)cc1
→ -3.3%	15.8%
88. CCOc1ccccc1CNC(=O)CCn1ccc2cc(S(=O)(=O)N3CCC(C)CC3)ccc21
→ -12.3%	-26.8%
89. Cc1ccc(C)c(CNC(=O)c2sc3ncnc(N(C)C4CCCCC4)c3c2C)c1
→ ?	-19.9%
90. CCN(C(=O)C(Cc1ccccc1)NS(=O)(=O)c1cccc2nsnc12)c1ccccc1 (stereo not given)
→ -1.7%	-11.8%
91. O=S(=O)(c1ccccc1)c1nnn2c1nc(N1CCN(c3ccccc3)CC1)c1cc(Cl)ccc12
→ -10.5%	39.7%[activator]
92. CNC(=S)NNC(=O)c1ccccc1
→ -3.5%	-8.1%
93. CC(=O)C(C(C)=O)=C1SCCCS1
→ 9.5%	-9.1%
94. Cc1ccc(-c2nc(NC(=O)CSc3ccc4ccccc4n3)ns2)cc1
→ -3.5%	4.3%
95. CC(NC(=O)CCCC(=O)O)C12CC3CC(CC(C3)C1)C2 (stereo not given)
→ -7.0%	3.5%
96. CCN1C(=O)C(O)(CC(=O)c2cc(C)c(C)cc2C)c2ccccc21 (stereo not given)
→ -0.8%	-1.6%
97. CCOc1ccc(CC(=O)Nc2c(C(=O)c3ccc(F)cc3)oc3ccc(Cl)cc23)cc1OCC
→ -0.8%	-10.1%
98. CCOC(=O)Cn1c(=O)n(CC2CCCO2)c2nc(-c3c(F)cccc3Cl)nc(C(N)=O)c21 (stereo not given)
→ 0.9%	6.8%
99. N#Cc1ccc(-c2cccs2)nc1SCc1ccc(Cl)cc1Cl
→ -14.7%	9.2%
100. CNC(=O)CSc1cn(CC(=O)N2CCCCCC2)c2ccccc12
→ -2.7%[57.5 µM]	33.3%[activator]
101. CCc1ccc(OC(=O)c2ccc(OC)c(I)c2)cc1
→ 2.1%	6.2%
102. Cc1ccccc1Cn1c2ccccc2c2cnn(CC(=O)NCc3cccc(Cl)c3)c(=O)c21
→ -10.1%[57.5 µM]	0.0%
